TbREL1 inh: TbREL1 RNA ligase inhibitors, primary screen, biochemical, FRET fluorescence; inhibition, % at 9.66 µM; RNA-editing ligase 1, mitochondrial (Trypanosoma brucei brucei), P86926; 89,000 tested, 0.49% active; TbREL1 RNA ligation;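 active means inhibition above the mean inhibition across all screened compounds plus 3 SD, cut at about 11% in these data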;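 further: 0% = plate median of test wells and 100% = NSC42067 control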
Target sequence (P86926 whole entry, looked up): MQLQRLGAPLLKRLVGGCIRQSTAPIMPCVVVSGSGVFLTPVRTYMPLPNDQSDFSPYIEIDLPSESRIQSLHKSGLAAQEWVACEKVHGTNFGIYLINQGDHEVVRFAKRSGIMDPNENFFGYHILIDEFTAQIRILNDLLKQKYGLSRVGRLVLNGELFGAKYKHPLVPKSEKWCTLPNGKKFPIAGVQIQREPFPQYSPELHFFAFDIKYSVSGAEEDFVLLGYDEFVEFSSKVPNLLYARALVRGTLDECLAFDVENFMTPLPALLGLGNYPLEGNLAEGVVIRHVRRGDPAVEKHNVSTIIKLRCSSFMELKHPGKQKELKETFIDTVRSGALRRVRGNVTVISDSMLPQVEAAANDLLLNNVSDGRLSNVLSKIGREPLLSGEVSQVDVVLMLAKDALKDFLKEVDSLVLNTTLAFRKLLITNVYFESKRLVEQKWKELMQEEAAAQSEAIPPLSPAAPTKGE
The depositor's hits bear a star.

mol	TbREL1 inh
COc1cccc2c1O[C@H]1C(=O)CC[C@H]3CN(C)CCC231 (stereo partly specified)	1.9
OC12CCCCC1C(c1ccccc1)NCC2 (stereo unspecified)	2.6
O=c1[nH]c(=S)n(-c2ccccc2)c(O)c1/C=N/N1CCCCC1c1cccnc1 (stereo unspecified)	-0.7
CN1CCC(O)(c2ccccc2)C(C(=O)c2ccccc2)C1 (stereo unspecified)	4.3
CCC(=O)N1CC(=O)Nc2ccc(Cl)cc2C1c1ccc(F)cc1 (stereo unspecified)	0.4
O=c1[nH]c(=O)n(Cc2ccco2)c(O)c1C=NCc1ccc2c(c1)OCO2	-5.2
COC(=O)C1=C(c2ccc(-c3ccccc3)c(F)c2)C[C@@H]2CC[C@H]1N2C(=O)NC1CC1	-2.7
Cc1ccsc1C(=O)C1CCCN(Cc2ccc(-n3cccn3)cc2)C1 (stereo unspecified)	-4.8
Cc1ccc(-c2nc3ccccc3c(=O)n2-n2cccc2)cc1	3.4
CSc1ncc(CN2CCCC(C(=O)c3cccc(Cl)c3)C2)cn1 (stereo unspecified)	-2.5
COc1ccc(C(c2nnnn2-c2c(C)cccc2C)N2CCC(n3c(=O)[nH]c4ccccc43)CC2)cc1 (stereo unspecified)	1.9
CN(C)CCCNCC(=O)Nc1ccc(Cl)cc1C(=O)c1ccccc1	5.6
CCC1=C(C)C(N2CCOCC2)=NP(N2CCOCC2)(N2CCOCC2)=N1	1.8
CCOC(=O)C(O)(c1ccc(N(CC)S(=O)(=O)c2ccccc2)cc1)C(F)(F)F (stereo unspecified)	-0.6
O=C1NC(=O)C(=Cc2ccsc2)C(=O)N1	4.5

mol	TbREL1 inh
O=C(NN=Cc1ccc(N(CCCl)CCCl)cc1)c1cccc([N+](=O)[O-])c1	3.1
Cn1c2ccccc2c2c(C(=O)N3CCC4(CC3)OCCO4)cn(C3CCCC3)c(=O)c21	-2.9
C=CCn1c(O)c(C(CC)=NC(C)c2ccccc2)c(=O)[nH]c1=O (stereo unspecified)	1.3
COC(=O)C1=C(c2c(C)noc2C)C[C@@H]2CC[C@H]1N2C(=O)NCc1ccc(F)cc1	-1.3
FC(F)(F)c1ccc(CNCCc2c[nH]c3ccccc23)cc1	-0.9
N#CC[N+]1(CCCNP2(=O)C=C(c3ccccc3)OC(c3ccccc3)=C2)CCOCC1	-2.7
c1ccc2c(CNC3CCCCCC3)c[nH]c2c1	3.4
CC(=O)Nc1ccccc1C(=O)OCC(=O)c1ccc2c(c1)OCCO2	5.1
CC/C(=N\NC(=S)Nc1ccccc1)c1c(O)[nH]c(=O)[nH]c1=O	-1.2
O=C(c1ccc2c3c(cccc13)CC2)C1CCCN(CC2CC2)C1 (stereo unspecified)	0.0
Cn1cc(P(=S)(c2ccccc2)c2ccccc2)c2ccccc21	0.8
COC(=O)C1=C(c2cccc(OCc3ccccc3)c2)C[C@@H]2CC[C@H]1N2C(=O)NCc1cc(C)oc1C(F)(F)F	-0.4
COC(=O)C1=C(c2ccc(OC)c(OC)c2)C[C@@H]2CC[C@H]1N2C(=O)N1CCOCC1	-3.2
O=P1(Oc2ccccc2)C[C@@H](O)[C@@H](O)[C@H](COCc2ccccc2)O1 (stereo partly specified)	1.7
COc1ccc(OCC(=O)Nc2ccc(Cl)cc2C(=O)c2ccccc2)cc1	3.0

mol	TbREL1 inh
CN(C)S(=O)(=O)c1cc(NC(=O)COC(=O)Cc2ccccc2)ccc1Cl	-0.8
COc1nc2ccccc2c(=O)n1-c1ccc(Cl)cc1	-2.5
CCOC(=O)[C@]12Cc3cc(OC)ccc3[C@H]1N(C(C)C)C(=O)c1cc(OC)ccc12	2.0
O=C1NC(=O)N(CCNc2ncc(C(F)(F)F)cc2Cl)C(=O)C1/C=N/OCc1c(F)cccc1Cl (stereo unspecified)	0.4
N=c1c[n+](C2CCCCC2)[n-]o1	7.7
COC(=O)C1=C(c2ccc(OC(F)(F)F)cc2)C[C@@H]2CC[C@H]1N2C(=O)NCCOc1ccccc1Cl	-0.2
Cc1ccc(N=C(N(C)C)P(=O)(N(C)C)N(C)C)cc1	0.1
O=C(COc1ccc2ccccc2c1)N1CCN(C2CCN(Cc3ccccc3)CC2)CC1	-3.4
Cc1oc(-c2ccccc2Cl)nc1CN1C(=O)CN=C(c2ccccc2)c2ccccc21	-3.2
C[C@@H]1COc2cc(N3CCN(C)CC3)ccc2S(=O)(=O)N1	-1.8
CC(=NCc1ccc2c(c1)OCO2)c1c(O)[nH]c(=O)[nH]c1=O	-0.1
COP(=O)(NS(=O)(=O)c1ccccc1)OC	-1.9
CC1([N+](=O)[O-])COP(=O)(NC2CC2)OC1 (stereo unspecified)	1.6
COc1ccc(-c2ccc3c(c2)CN(c2cccc(Cl)c2)Cc2cnnn2-3)cc1	15.4*
Cc1cc(OC(=O)CCNC(=O)OC(C)(C)C)c2c3c(c(=O)oc2c1)CCC3	1.8

Looked up by compound from the list above (2):
mol	TbREL1 inh
C[C@@H]1COc2cc(N3CCN(C)CC3)ccc2S(=O)(=O)N1	-1.8
N=c1c[n+](C2CCCCC2)[n-]o1	7.7

The listing continues.
mol	TbREL1 inh
O=c1[nH]c2ccccc2n1C1CCN(C(CCc2ccccc2)c2nnnn2Cc2ccccc2)CC1 (stereo unspecified)	0.0
Cc1ccc(S(=O)(=O)N2Cc3cc(N4CCOCC4)ccc3-n3nncc3C2)cc1	0.6
C=CCn1c(O)c(C(C)=Nc2ccc(C(=O)O)cc2)c(=O)[nH]c1=O	10.6
O=C(Cn1cnc2sc3c(c2c1=O)CCCC3)NCCCC(=O)N1CCC2(CC1)OCCO2	-2.2
CCOC(=O)C1CN(C)CCC1=O (stereo unspecified)	4.2
CCCCn1c(O)c(C(C)=Nc2cccc(C(=O)O)c2)c(=O)[nH]c1=O	2.2
O=c1[nH]c2ccccc2n1C1CCN(C(c2cccc3ccccc23)c2nnnn2-c2ccc3c(c2)OCCO3)CC1 (stereo unspecified)	2.2
COc1ccccc1-n1c(O)c(/C=N/NC(=S)Nc2ccccc2)c(=O)[nH]c1=S	-3.0
COC(=O)C1=C(c2c(C)noc2C)C[C@@H]2CC[C@H]1N2C(=O)N1CCCCC1	-2.7
CN(Cc1cccc(-c2cccnc2)c1)C(=O)Oc1ccc([N+](=O)[O-])cc1	3.0
CC(NCC#Cc1ccccc1)C(O)c1ccccc1 (stereo unspecified)	2.6
COc1ccccc1-n1c(O)c(C=NC2CC2)c(=O)[nH]c1=O	-1.6
O=c1c2ccccc2nc(-c2ccoc2)n1-c1ccccc1Cl	-0.5
CC(=NCc1ccc2c(c1)OCO2)c1c(O)n(-c2ccc(C)cc2)c(=O)[nH]c1=O	2.4
COc1ccc(-c2cc(=Nc3cccc(C(=O)O)c3)c3cc(C)ccc3o2)cc1	4.1

mol	TbREL1 inh
COC(=O)C1=C(c2cccc(C#N)c2)C[C@@H]2CC[C@H]1N2C(=O)NCCOc1ccccc1Cl	0.2
CN1CC(C(=O)c2ccccc2)C(C(=O)c2ccccc2)C1 (stereo unspecified)	1.5
CSc1ncc(/C=C2/C(=O)NC(=O)N(c3ccc(Cl)cc3)C2=O)cn1	-1.7
O=C(Nc1ccccc1)c1c(O)[nH]c(=O)[nH]c1=O	0.2
C=C(C)c1cccc(C(C)(C)NC(=O)NC2CN3CCC2CC3)c1 (stereo unspecified)	5.6
CN1C(=O)C(C2c3ccccc3C(=O)N2Cc2ccc([N+](=O)[O-])cc2)C(=O)N(C)C1=O (stereo unspecified)	2.0
Cc1ccc(Cl)cc1N1CCN(CCN)CC1	-0.5
CC(C)(C)Cc1nnc(NC(=O)COc2ccc(Cl)cc2Cl)o1	9.9
COC(=O)C1=C(c2cccc(OCc3ccccc3)c2)C[C@@H]2CC[C@H]1N2C(=O)NCc1cccc(OC)c1	-0.9
CCn1c(C)c(C(=O)O)c2cc(OC)ccc21	-0.4
CC(=NCc1cccnc1)c1c(O)n(Cc2ccccc2)c(=O)[nH]c1=O	-1.9
C=CCn1c(O)c(C(C)=NCCN2CCCCC2)c(=O)[nH]c1=O	-2.2
O=C1NC(=O)C2(CCCc3ccc(N(CCCl)CCCl)cc32)N1 (stereo unspecified)	0.7
COC(=O)C1=C(c2ccc(F)cc2OCc2ccccc2)C[C@@H]2CC[C@H]1N2C(=O)NCc1ccc(F)cc1	-0.4
CCn1ccnc1CN1CCCC(C(=O)c2cc(Cl)ccc2OC)C1 (stereo unspecified)	-1.1

Entries from the list above that have a tert-butyl group, in the order listed:
mol	TbREL1 inh
Cc1cc(OC(=O)CCNC(=O)OC(C)(C)C)c2c3c(c(=O)oc2c1)CCC3	1.8
CC(C)(C)Cc1nnc(NC(=O)COc2ccc(Cl)cc2Cl)o1	9.9

Other records follow.
mol	TbREL1 inh
O=c1[nH]c(=O)n(Cc2ccc(F)cc2)c(O)c1/C=N/Nc1ccccc1	2.1
Clc1ccccc1C1=NCc2nncn2-c2sc(Br)cc21	-1.1
COC(=O)C1=C(c2c(C)noc2C)C[C@@H]2CC[C@H]1N2C(=O)N1CCC(C)CC1	2.1
O=C1NC(=O)C2(Cc3cc([N+](=O)[O-])ccc3N3CCN(C(=O)c4ccccc4)CC32)C(=O)N1 (stereo unspecified)	2.4
COC(=O)C1=C(c2c(C)noc2C)C[C@@H]2CC[C@H]1N2C(=O)N1CCC(O)CC1	-1.9
N[C@@H](Cc1c[nH]c2ccccc12)c1nnc(SCc2ccccc2F)o1	-2.2
CC[C@H](C(N)=O)N1CCCC1=O	3.0
COc1ccc(NC2(C#N)CCCCC2)cc1	2.8
CCNC(=O)NNC(=O)C1CC(c2cccnc2)=NO1 (stereo unspecified)	0.8
Cc1ccc2cc3cc(C(=O)N4CCC5(CC4)OCCO5)oc3nc2c1	1.0
CC1=C(C/C(C)=C/c2ccccc2)/C(=C/CO)[C@@H]2OC(=O)O[C@]2(C)C12CC2	-1.9
COC(=O)C1=C(c2ccc(-c3ccccc3)c(F)c2)C[C@@H]2CC[C@H]1N2C(=O)NCCO	-1.3
CCCCn1c(O)c(C(C)=NCC2CCCO2)c(=O)[nH]c1=O (stereo unspecified)	1.2
Nc1ccc(-c2ccccc2)cc1	2.6
CN/C=C(/Cl)P(=O)(OC(C)C)OC(C)C	-3.9

mol	TbREL1 inh
O=[N+]([O-])c1ccc(N2CC2)c([N+](=O)[O-])c1	2.8
O=C(N/N=C/c1c(O)n(Cc2ccc(F)cc2)c(=S)[nH]c1=O)c1ccncc1	-1.8
O=c1[nH]c2ccccc2n1C1CCN(C(c2ccccc2)c2nnnn2-c2ccc3c(c2)OCCO3)CC1 (stereo unspecified)	-0.8
CCCCNc1ccncc1S(=O)(=O)NC(=O)NC(C)C	0.1
C=CCn1c(O)c(/C=N/N2CCCCC2)c(=O)[nH]c1=O	-2.5
CCN(CC)c1ccc(N=Cc2c(O)n(CCC3=CCCCC3)c(=O)[nH]c2=O)cc1	-4.3
O=C(c1ccncc1)C12CN3CN(CN(C3)C1)C2	-0.1
COc1ccc(-n2nc(C(=O)NCC(=O)N3CCC4(CC3)OCCO4)c3ccccc3c2=O)cc1	-0.1
COc1ccc(CC2(CCc3ccncc3)C(=O)NC(=O)NC2=O)c(OC)c1	4.3
COc1ccc(NC(=S)NC(NC(=O)CF)C(Cl)(Cl)Cl)cc1[N+](=O)[O-] (stereo unspecified)	1.6
COC(=O)C1=C(c2cccc(C#N)c2)C[C@@H]2CC[C@H]1N2C(=O)NCCO	1.7
COC(=O)[C@@H]1C[C@]2(C(=O)O)c3ccccc3N(OOSc3ccccc3)[C@@H]2N1C(=O)OC	-0.4
OCCN(CC#CC(O)(c1ccccc1)C1CCCC1)CCO (stereo unspecified)	1.2
COC(=O)C1=C(c2ccc(S(C)(=O)=O)cc2)C[C@@H]2CC[C@H]1N2C(=O)NCc1ccco1	-1.1
CC(=O)NC(C)Cc1ccccc1 (stereo unspecified)	0.6

mol	TbREL1 inh
CCCCn1nnnc1C(C1CC1)N1CCC(n2c(=O)[nH]c3ccccc32)CC1 (stereo unspecified)	1.2
CCCCn1nnnc1C(CCSC)N1CCC(n2c(=O)[nH]c3ccccc32)CC1 (stereo unspecified)	2.8
COc1ccc(C(c2nnnn2-c2ccc3c(c2)OCCO3)N2CCC(n3c(=O)[nH]c4ccccc43)CC2)cc1 (stereo unspecified)	-4.5
C=CC[N+]1(C)C2CCC1CC(O)C2 (stereo unspecified)	-4.1
Cc1ccc(C)c(NC(=O)CSc2nnc([C@@H](N)Cc3c[nH]c4ccccc34)o2)c1	-0.9
CC1(C)C2SCC(=O)N2CCN1CC(=O)NN (stereo unspecified)	1.7
c1cc2c(cc1CCNC1C3CC4CC(C3)CC1C4)OCO2 (stereo unspecified)	4.6
CC(=NCCCN1CCOCC1)c1c(O)[nH]c(=O)[nH]c1=O	6.2
O=c1cccc2n1CC1CC2CN(S(=O)(=O)c2ccc(F)cc2)C1 (stereo unspecified)	1.6
Cc1ccc(NP(=O)(Nc2ccc(C)cc2)Oc2ccccc2)cc1	-1.8
Cc1ccc(-c2ccc(=O)n(CC(=O)N3CCC4(CC3)OCCO4)n2)cc1	1.2
O=C(NC1CC1)c1cn(Cc2ccccc2)nc1-c1ccccc1	-0.6
[N-]=[N+]=NCCN1CCC(O)CCC1=O (stereo unspecified)	1.7
CCC(C)C12CN3CCN(CC(C)(C3)C1O)C2 (stereo unspecified)	-0.2
COc1cccc(-c2nc(CS(=O)CC(=O)N3CCC4(CC3)OCCO4)c(C)o2)c1 (stereo unspecified)	0.1
CCOC(=O)[C@]12Cc3ccc(C)cc3[C@H]1N(C1CCCCC1)C(=O)c1cc(OC)ccc12	2.9
C/C(=N\NC(=O)c1ccccc1O)c1c(O)n(Cc2ccccc2)c(=O)[nH]c1=O	0.9
O=C1NCN(c2ccccc2)C12CCN(C(c1cccs1)c1nnnn1-c1ccc3c(c1)OCCO3)CC2 (stereo unspecified)	0.4

Source: PubChem BioAssay

The list is partial (hit frequency here may not be typical).
